From PubChem
SENP8 block – blocks the human protease SENP8. Q96LD8. purified SENP8, Z-RLRGG-aminoluciferin cleavage, luminescence. inhibition, % at 10 µM. 330,000 compounds, 1.2% hits. AID 2540
Target sequence (Q96LD8 whole entry, looked up): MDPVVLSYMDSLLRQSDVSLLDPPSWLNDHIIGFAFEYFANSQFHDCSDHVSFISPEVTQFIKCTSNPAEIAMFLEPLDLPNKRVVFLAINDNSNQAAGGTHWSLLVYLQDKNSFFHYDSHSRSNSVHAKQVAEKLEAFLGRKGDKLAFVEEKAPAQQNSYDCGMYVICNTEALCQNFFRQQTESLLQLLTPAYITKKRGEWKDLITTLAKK
UBC13 polyUb – human UBC13 polyubiquitination inhibition; P61088; UBC13 polyubiquitin chain formation, TR-FRET; inhibition, % at 20 µM; 330,000 compounds, 0.47% hits; in the data active = inhibition above about 45%, passing the limit was not always enough
Target sequence (P61088 whole entry, looked up): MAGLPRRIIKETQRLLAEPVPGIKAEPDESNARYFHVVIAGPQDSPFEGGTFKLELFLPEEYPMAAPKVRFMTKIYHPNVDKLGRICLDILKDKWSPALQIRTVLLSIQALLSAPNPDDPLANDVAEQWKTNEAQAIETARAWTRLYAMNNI
Gli-Sufu block – blocks Gli-Sufu signaling in a luciferase reporter; Sufu-KO-LIGHT fibroblasts, Gli luciferase reporter luminescence; inhibition, % at 5 µM; 340,000 compounds, 0.74% hits; AID 588413;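 active = inhibition above about 55%, limit read from the data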;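 also: 0% = DMSO-treated cells and 100% = wells with medium but no cells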
SENP7 inh – blocks the human protease SENP7 | Q9BQF6 | inhibition, % at 5 µM | recombinant SENP7, Z-RLRGG-aminoluciferin luminescence, 40 min | 330,000 compounds, 1.5% hits;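 active = inhibition above about 50% at the single test dose, limit read from the data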;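 also: plate controls were DMSO with enzyme for no effect and no enzyme buffer wells for full effect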
Target sequence (Q9BQF6 706-1050 limits assumed): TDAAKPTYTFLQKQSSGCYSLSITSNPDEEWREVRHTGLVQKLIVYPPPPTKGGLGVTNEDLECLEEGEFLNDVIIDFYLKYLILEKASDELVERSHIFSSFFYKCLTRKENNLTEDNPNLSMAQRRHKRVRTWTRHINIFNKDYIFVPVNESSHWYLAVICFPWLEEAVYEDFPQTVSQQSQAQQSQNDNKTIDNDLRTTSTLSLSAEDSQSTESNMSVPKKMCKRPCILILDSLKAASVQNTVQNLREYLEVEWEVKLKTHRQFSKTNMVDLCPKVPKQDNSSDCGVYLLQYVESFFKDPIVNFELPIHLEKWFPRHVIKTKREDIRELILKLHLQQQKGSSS
Apaf1 inhib – inhibitors of human Apaf-1 apoptosome; reconstituted apoptosome caspase-3 activity, DEVD-Rh110 fluorescence; inhibition, % at 20 µM; 330,000 compounds, 0.71% hits; active = inhibition of at least 40% at 20 µM;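 also: plate controls were DMSO wells for no effect and DEVD-CHO caspase inhibitor wells for full effect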
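Assay system: Apoptosome proteins | Medium: pH 7.5 Hepes buffer with CHAPS, BSA, DTT | Also added: Cytochrome c and DEVD-Rh110 substrate | Times: 30 min plus 50 min, RT | Detection: Rhodamine 110 fluorescence at Ex 480/Em 540 nm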
Jurkat NFkB inh – inhibitors of the PMA/ionomycin-induced NF-kB reporter in Jurkat cells. PMA/ionomycin-induced NF-kB luciferase reporter, luminescence. inhibition, % at 4 µM. 330,000 compounds, 0.53% hits
697 NFkB inh – inhibitors of the PMA/ionomycin-induced NF-kB reporter in 697 B cells. 330,000 compounds, 0.33% hits. inhibition, % at 4 µM. 697 B-cell NF-kB luciferase reporter, 16 h; in the data active = inhibition above about 35%
HKDC1 inh – HKDC1 (human) hexokinase inhibition; Q2TB90; recombinant HKDC1, G6PDH/diaphorase resazurin coupled fluorescence; inhibition, % at 20 µM; 340,000 compounds, 0.16% hits;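 active = inhibition above about 35% when tested at 20 µM, limit read from the data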;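 also: plate controls were DMSO wells with enzyme for no effect and DMSO wells lacking enzyme for full effect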
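Material: recombinant HKDC1 hexokinase; Amount: HKDC1 at 5 µg/mL; Medium: Tris pH 8.0 buffer with MgCl2, Tween-20, BSA, BME; Schedule: 90 min reaction incubation at room temperature, dark; Technique: coupled resazurin fluorescence, excitation 525 nm, emission 613 nm.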
* marks the source's active call; other numbers are inactive results; / = not tested or not shown. Rule as the data show it, unless noted: active = inhibition above about 50%; inactive = the rest.

Second line of a record: SENP8 block | UBC13 polyUb | Gli-Sufu block | SENP7 inh | Apaf1 inhib | Jurkat NFkB inh | 697 NFkB inh | HKDC1 inh
- COc1cccc(CNC(=O)c2cccc(NC(=O)CC3SC(N4CCCCC4)=NC3=O)c2)c1 (stereo not given)
 : -2 | 6 | -38 | 0 | 6 | 8 | -12 | 0
- Cc1cc(C)nc(N2CCN(C(=O)CCC(=O)Nc3nnc(C(C)C)s3)CC2)n1
 : 2 | 0 | -6 | 6 | -11 | -10 | 5 | -2
- CCOc1ccccc1NC(=O)CN1C(=O)CSC(C)C1=O (stereo not given)
 : 2 | 10 | 0 | 1 | -10 | 4 | 14 | -6
- COc1ccccc1OCC(=O)N1CCN(C(=O)c2ccco2)CC1
 : 0 | -1 | 0 | -14 | -1 | -7 | -28 | -6
- CCOC(=O)c1c(CNCCN(CC)CC)n(C)c2cc(Br)c(OC)cc12
 : -4 | 14 | 9 | -1 | 1 | -17 | -19 | -1
- COc1ccc(/C=C/C(=O)Nc2nc(N)n(-c3ccccc3)n2)cc1
 : -1 | 12 | -8 | 0 | -2 | 8 | 23 | -2
- CCC(C)NC(=S)N(CCc1ccccc1)Cc1cc2cc(OC)c(OC)cc2[nH]c1=O (stereo not given)
 : -8 | 1 | 7 | -1 | 19 | -21 | -30 | 18
- Cc1ccc(C)c(C2=NNC(=O)CC2)c1
 : 2 | 2 | 3 | -3 | -12 | 4 | 4 | 1
- O=C(Nc1ccccc1)/C(=C\c1ccc2c(c1)OCO2)NC(=O)c1ccco1
 : -13 | 3 | 3 | 1 | -4 | -3 | -4 | -6
- COc1ccc(-n2nc3c(c2NC(=O)Cc2cccc(C)c2)CS(=O)C3)cc1 (stereo not given)
 : 10 | -3 | 6 | 4 | -1 | -6 | 0 | -6
- CCOC(=O)N1CCN(C(=O)CSc2nnc(COc3ccccc3)o2)CC1
 : 0 | 3 | 2 | 0 | -1 | 5 | 12 | -1
- CC1O[C@@H](OC2C(O)C(O)C(CO)O[C@H]2OC2C[C@]3(C)C(CC(O)C4[C@@H]([C@]5(C)CC[C@@H](C(C)(C)O)O5)CC[C@]43C)[C@@]3(C)CCC(O)C(C)(C)C23)C(O)C(O)C1O (stereo not given in full)
 : 9 | -4 | 5 | 4 | 9 | 8 | 10 | -7
- O=C(Nc1nnc(CCN2CCCCC2)s1)C1CCCCC1
 : -9 | -2 | 5 | -1 | 14 | -28 | -19 | 4
- COc1ccccc1NC(=O)NCCN1CCNC1=O
 : 6 | -2 | -4 | -7 | -29 | -16 | 21 | -3
- CCOC(=O)c1sc(N(C)C)nc1-c1ccccc1
 : 3 | -8 | -12 | 12 | 6 | 12 | 17 | 0
- CCOC(=O)c1c(NC(=O)COC(=O)c2cc(OC)c(OC)cc2[N+](=O)[O-])sc(C)c1CC
 : -6 | -2 | 3 | -3 | 6 | 6 | -6 | -3
- Cc1ccccc1C(=O)NC1CC2CCCC(C1)N2Cc1ccccc1 (stereo not given)
 : -5 | 5 | / | -4 | -8 | 2 | 1 | -3
- Cc1cc2nc3n(c2cc1C)CC1CC(C(=O)NCc2cccc(Br)c2)N(C)C31 (stereo not given)
 : 4 | 11 | 16 | -10 | -3 | 20 | 6 | 0
- Nc1nc2ccccc2n1/N=C/c1ccc([N+](=O)[O-])s1
 : -9 | -33 | 54 | 25 | 0 | 19 | -28 | -4
- Cc1cccc(OCCC(=O)OCc2csc(CC(=O)Nc3ccccc3C)n2)c1
 : -2 | 11 | 11 | -10 | 10 | 10 | 0 | 0
- CC1(C)C(C=C(Cl)Cl)C1C(=O)N(Cc1ccccc1Cl)C1CCS(=O)(=O)C1 (stereo not given)
 : -6 | -7 | 9 | 1 | 19 | -3 | 9 | -2
- O=C(CCc1nnc2n(Cc3ccc(Cl)cc3)c(=O)c3ccccc3n12)NCCN1CCCC1
 : -4 | 13 | -13 | -1 | 5 | -4 | -4 | -4
- CCc1[nH]c(C)c(C(C)=O)c1C
 : -9 | -2 | 0 | -10 | 16 | -10 | 0 | -1
- Cc1ccc(CN2CCN(CCCn3cccn3)CC2CCO)cc1 (stereo not given)
 : 10 | -1 | 14 | 0 | -3 | 0 | 24 | -4
- COc1ccccc1CNCCS(=O)(=O)NN1CCOCC1
 : / | / | -3 | -9 | 15 | / | 5 | -7
- Cc1cc(NC(=O)CSCC(=O)Nc2ccccc2Oc2ccccc2)no1
 : -11 | 3 | -3 | 12 | 19 | -2 | -31 | -3
- O=C(CSc1ncn[nH]1)Nc1nc(-c2ccccc2)cs1
 : -16 | -16 | 6 | -3 | 9 | -5 | -31 | -7
- CN(C)S(=O)(=O)c1cccc(NC(=O)COC(=O)CCC(=O)c2cccs2)c1
 : -4 | 1 | 10 | 0 | -4 | 2 | 17 | -4
- Cc1cccc2sc(NC(=O)CSc3nc4ccccc4o3)nc12
 : 0 | 11 | 2 | 3 | 9 | 6 | 5 | -2
- CC(=O)Nc1ccc(N(CC(=O)NC2CCCCC2)C(=O)Cn2nnc(-c3ccccc3)n2)cc1
 : 3 | 0 | 8 | 3 | 0 | 13 | 3 | -2
- COc1ccc(CCNC(=O)C2CCCN2C(=O)NC2CCCCC2)cc1OC (stereo not given)
 : -4 | 7 | -5 | 5 | 4 | -16 | -12 | 0
- CCN(CC)c1nc2n(c(=O)n1)CCO2
 : -3 | -8 | -9 | -6 | 6 | -9 | -46 | 4
- O=C(COC(=O)CNC(=O)c1ccc(Cl)cc1Cl)NC1CCCCCCC1
 : 2 | -4 | 0 | 2 | 12 | -15 | -36 | 1
- Cc1ccc(SCc2cc(=O)[nH]c(N3CCN(Cc4ccccc4)CC3)n2)cc1
 : -1 | 1 | 0 | -6 | 22 | 17 | -22 | -2
- C=CCC(C(=O)OC)(C(=O)OC)c1ccc(C(F)(F)F)cc1[N+](=O)[O-]
 : -1 | 1 | 3 | 7 | -8 | -6 | -3 | -7
- COc1cc([N+](=O)[O-])ccc1NC(=S)Nn1cnnc1
 : -10 | -18 | 3 | -4 | 2 | -3 | -10 | -5
- COc1ccc(N2CCN(C(=O)C(=O)c3c(C)[nH]c4ccccc34)CC2)cc1
 : 8 | -12 | 7 | 2 | -3 | -10 | 6 | -4
- O=C(COC(=O)COc1cccc2ccccc12)NCC(F)(F)F
 : 4 | -3 | 2 | 2 | 1 | -41 | 19 | 9
- CC(C)OCCCNC(=O)C1CC(=O)N(C2CCCCCCC2)C1 (stereo not given)
 : -2 | 8 | -3 | 1 | -2 | -14 | 11 | -6
- Cc1ccccc1C(=O)N1CCc2ccccc2C1
 : -8 | -3 | 1 | 0 | 11 | -9 | -7 | -8
- COc1ccc(/C=N/NC(=O)c2cccc([N+](=O)[O-])c2)cc1OS(=O)(=O)c1ccccc1
 : -1 | -3 | 6 | -4 | 6 | -10 | 20 | 0
- Cc1nc(S(=O)(=O)c2ccc(Br)cc2)nc2c1CCC2
 : -11 | -2 | 2 | -4 | 11 | -3 | 10 | -11
- Nc1nc(SCC(=O)NCC2CCCO2)[nH]c(=O)c1NC(=O)c1ccc(F)c(F)c1 (stereo not given)
 : -1 | -8 | -11 | 7 | 14 | 21 | 2 | 7
- C#CCNC(=O)C1CCN(c2ccc(S(=O)(=O)N3CCOCC3)cc2Cl)CC1
 : -4 | -2 | -27 | -13 | 3 | 2 | 10 | -2
- Nc1nc(NCCOCCO)nc(Nc2cccc(F)c2)c1[N+](=O)[O-]
 : 3 | -7 | 2 | 7 | 3 | 12 | -11 | -4

Random excerpt: 2 records from the list, in no set order.
Second line of a record: SENP8 block | UBC13 polyUb | Gli-Sufu block | SENP7 inh | Apaf1 inhib | Jurkat NFkB inh | 697 NFkB inh | HKDC1 inh
- COc1cc([N+](=O)[O-])ccc1NC(=S)Nn1cnnc1
 : -10 | -18 | 3 | -4 | 2 | -3 | -10 | -5
- O=C(COC(=O)CNC(=O)c1ccc(Cl)cc1Cl)NC1CCCCCCC1
 : 2 | -4 | 0 | 2 | 12 | -15 | -36 | 1

The listing continues.
Second line of a record: SENP8 block | UBC13 polyUb | Gli-Sufu block | SENP7 inh | Apaf1 inhib | Jurkat NFkB inh | 697 NFkB inh | HKDC1 inh
- S=C(Nc1cc(Cl)ccc1Cl)Nn1cnnc1
 : -4 | 3 | -24 | 7 | -6 | 1 | -6 | -7
- CN=C(NC1CCCCC1)c1ccc([N+](=O)[O-])cc1
 : 0 | -2 | 0 | -9 | -5 | 14 | 7 | 1
- O=[N+]([O-])c1ccc2nonc2c1Nc1cccc(F)c1
 : -5 | -38 | 5 | -3 | 4 | 15 | -3 | -2
- CC(C)(C)OC(=O)N1O[C@H]2C[C@@H]1[C@@H]1[C@@H]2N=NN1C12CC3CC(CC(C3)C1)C2
 : / | / | -4 | 9 | 15 | / | 7 | 20
- OC12CCCCC1C(c1ccc3c(c1)OCO3)N(Cc1ccc(F)cc1)CC2 (stereo not given)
 : 0 | 7 | 4 | -3 | 1 | -6 | 21 | 0
- CCOC(=O)c1ccc(N2C(=O)CC(N(C)Cc3ccccc3)C2=O)cc1 (stereo not given)
 : 1 | 4 | 0 | -4 | -7 | -8 | 2 | 7
- Cc1c(C(=O)Nc2ccccc2C(=O)N2CCOCC2)cccc1[N+](=O)[O-]
 : 3 | -8 | -4 | 10 | -17 | 1 | -12 | 11
- CN(C)S(=O)(=O)c1ccc(NC(=O)c2cc3ccccc3o2)cc1
 : -7 | -2 | -31 | 10 | 8 | -51 | -51 | -4
- Clc1ccc(CSc2nnc(Cn3cnc4ccccc43)o2)cc1
 : -6 | -3 | 34 | -7 | 23 | 31 | -48 | 4
- CCN1C(=O)c2ccccc2S(=O)(=O)c2ccc(C(=O)NCc3cccnc3)cc21
 : 4 | 3 | 6 | -2 | 4 | 8 | 8 | -7
- CC(NS(=O)(=O)c1ccc(Br)cc1)C(=O)NCCc1ccccc1 (stereo not given)
 : 4 | 2 | 4 | 7 | 2 | 3 | 20 | -7
- O=C(COC(=O)Cc1ccsc1)Nc1ccccc1
 : 7 | -6 | 25 | 3 | 5 | -11 | 1 | -4
- CCCC/C(C)=N/NC(=O)c1cn(-c2ccccc2)nc1-c1ccccc1
 : -2 | 6 | -13 | 5 | -4 | 5 | 4 | -6
- Cc1ccccc1OC1CCN(C(=O)c2cc(COc3ccccc3)on2)CC1
 : 1 | -4 | 2 | -3 | 28 | 14 | -4 | 2
- COC1CCCN(C(=O)c2ccc(OC3CCN(CCc4ccccc4)CC3)cc2)C1 (stereo not given)
 : 6 | -4 | 37 | 10 | -10 | -11 | 6 | -1
- Cc1cc(Nc2ccc3c(c2)OCCO3)n2ncnc2n1
 : 8 | 6 | 1 | 1 | -6 | 14 | 13 | -8
- CC1CCCN(C(=O)C2CCN(S(=O)(=O)c3cccc4nsnc34)CC2)C1 (stereo not given)
 : 6 | -2 | 0 | 0 | 1 | -1 | 9 | -5
- S=C(NCc1ccc2c(c1)OCO2)NC1CC1
 : -3 | 10 | -10 | 6 | -2 | 6 | -11 | -5
- CN1CCN(C(=O)/C=C\c2ccc(Cl)cc2)CC1
 : -2 | 4 | 24 | 6 | 5 | -15 | -23 | -7
- CCOC(=O)c1cnn(CCOC(=O)C(C)(C)C)c1NC(=O)C(C)(C)C
 : 6 | 4 | 5 | 9 | -6 | 0 | 16 | -8
- Cc1ccc(-c2nn(C(C)(C)C)c3ncnc(N)c23)cc1
 : -16 | 9 | 17 | -7 | 9 | -16 | -9 | -8

Structures above that have a furan ring, fused or not, in the order listed:
Second line of a record: SENP8 block | UBC13 polyUb | Gli-Sufu block | SENP7 inh | Apaf1 inhib | Jurkat NFkB inh | 697 NFkB inh | HKDC1 inh
- COc1ccccc1OCC(=O)N1CCN(C(=O)c2ccco2)CC1
 : 0 | -1 | 0 | -14 | -1 | -7 | -28 | -6
- O=C(Nc1ccccc1)/C(=C\c1ccc2c(c1)OCO2)NC(=O)c1ccco1
 : -13 | 3 | 3 | 1 | -4 | -3 | -4 | -6
- CN(C)S(=O)(=O)c1ccc(NC(=O)c2cc3ccccc3o2)cc1
 : -7 | -2 | -31 | 10 | 8 | -51 | -51 | -4
